TRb SRC2 PPI – qHTS for Inhibitors of the Interaction of Thyroid Hormone Receptor and Steroid Receptor Coregulator 2; Thyroid hormone receptor beta (Homo sapiens), P10828; TRbeta-SRC2 peptide binding, fluorescence polarization; receptor liganded with 1 µM T3; Potency, µM (doses to about 106 µM), for the others: at the highest dose activity change, negative = inhibition, actives largely listed as inhibitors; actives 0.065% (n = 280,000); AID 1469, 2008;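 further: plate controls were bound peptide for no effect and peptide without receptor for full effect; nearly all actives have a fitted effect of over 50% in size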
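Quantitative HTS by FP: 0.6 uM TRb LBD, 20 nM labeled SRC2 20-mer, 1 uM T3, 5% DMSO; 5 hr ambient incubation; % activity per concentration and potencies from concentration series.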
Tau fibril FP – qHTS for Inhibitors of Tau Fibril Formation, Fluorescence Polarization; Microtubule-associated protein tau (Homo sapiens), P10636; K18 P301L tau heparin fibrillization, Alexa594 FP, 6 h; Potency, µM (highest dose often 57.7 µM), inactives show top-dose activity, negative = inhibition, actives largely listed as inhibitors; actives 0.39% (n = 280,000); AID 1468, 2008; further: nearly all actives have a fitted effect of over 55% in size
Target sequence (P10636 561-689 P618L limits assumed): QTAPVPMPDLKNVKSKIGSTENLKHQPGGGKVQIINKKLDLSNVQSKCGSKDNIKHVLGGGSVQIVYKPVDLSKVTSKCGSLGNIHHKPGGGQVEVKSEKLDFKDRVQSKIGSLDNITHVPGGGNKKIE
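FP of Alexa 594-tau after heparin (20 uM) induction. Substrate: human K18 P301L, 15 uM unlabeled, 0.24 uM labeled. Buffer 100 mM sodium acetate pH 7. 6 hr, 37 C.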
ALDH1A1 block – qHTS Assay for Inhibitors of Aldehyde Dehydrogenase 1 (ALDH1A1); Purified ALDH1A1, NADH fluorescence, propionaldehyde substrate; Potency, µM (top dose mostly 75.3 µM), for the others: at the highest dose activity, negative = inhibition, actives largely listed as inhibitors; actives 7.3% (n = 220,000); active means well fitted inhibition curve with a large enough effect, not every such curve was filed as active; inconclusive means small, poorly fitted or top-dose-only effect, or another doubt; inactive means no such curve, though single readings can be large or run the other way;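 further: plate controls were no enzyme wells and a reference inhibitor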
Target sequence (P00352 whole entry, looked up): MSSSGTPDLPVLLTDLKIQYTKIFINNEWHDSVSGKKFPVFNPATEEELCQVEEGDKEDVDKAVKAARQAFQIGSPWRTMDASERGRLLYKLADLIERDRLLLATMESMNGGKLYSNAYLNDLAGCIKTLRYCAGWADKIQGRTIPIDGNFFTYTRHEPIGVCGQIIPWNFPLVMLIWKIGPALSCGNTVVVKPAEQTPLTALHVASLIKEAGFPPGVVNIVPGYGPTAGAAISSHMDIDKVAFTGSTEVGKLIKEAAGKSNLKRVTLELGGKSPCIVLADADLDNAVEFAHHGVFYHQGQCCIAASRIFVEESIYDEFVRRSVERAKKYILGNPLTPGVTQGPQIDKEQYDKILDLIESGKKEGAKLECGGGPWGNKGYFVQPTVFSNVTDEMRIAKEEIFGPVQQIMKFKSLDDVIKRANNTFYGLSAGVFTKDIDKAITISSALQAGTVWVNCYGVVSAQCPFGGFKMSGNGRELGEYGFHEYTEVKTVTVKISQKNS
Tau ThT inhib – qHTS for Inhibitors of Tau Fibril Formation, Thioflavin T Binding | recombinant tau K18 P301L, heparin-induced fibrillization, ThT fluorescence | Potency, µM (highest dose often 57.4 µM), for the others: at the top dose activity, negative = inhibition, usual class: inhibitors | actives 2.1% (n = 270,000); further: nearly all actives have a fitted effect of over 55% in size
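Fibril formation assay: tau K18 P301L at 15 uM with trace Alexa 594 label, heparin inducer 20 uM, pH 7 sodium acetate buffer, 37 C for 6 hr; endpoint ThT signal.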
GLA spleen mod – qHTS Assay for Inhibitors and Activators of Human alpha-Galactosidase From Spleen Homogenate; Alpha-galactosidase A (Homo sapiens), P06280; human spleen homogenate, 4MU-alpha-Gal fluorescence, 40 min; Potency, µM (series often up to 80 µM), without a hit: at the highest dose activity change, negative = inhibition, most hits filed as inhibitors; actives 0.008% (n = 240,000); AID 2107, 2009;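 further: 0% = enzyme with vehicle and -100% = no enzyme basal signal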
Target sequence (P06280 32-429 limits assumed): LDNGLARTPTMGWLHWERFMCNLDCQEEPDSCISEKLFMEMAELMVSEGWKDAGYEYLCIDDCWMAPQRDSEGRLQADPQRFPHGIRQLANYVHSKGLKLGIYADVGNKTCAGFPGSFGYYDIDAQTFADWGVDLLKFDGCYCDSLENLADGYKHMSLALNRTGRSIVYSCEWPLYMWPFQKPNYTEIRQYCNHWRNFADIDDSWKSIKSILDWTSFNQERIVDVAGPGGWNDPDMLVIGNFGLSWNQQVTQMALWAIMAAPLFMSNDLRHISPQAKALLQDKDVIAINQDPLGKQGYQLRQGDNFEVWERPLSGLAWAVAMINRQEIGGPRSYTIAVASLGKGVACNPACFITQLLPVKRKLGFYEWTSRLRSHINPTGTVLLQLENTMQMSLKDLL
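Spleen homogenate 1 ug + cpd (titration) + 4-MU-alpha-D-galactopyranoside 1 mM; 37C 40 min; 50 mM citrate/phosphate pH 5.0, 0.01% Tween-20; stop pH 10; fluorescence 365/440; AC50 via Hill.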
TR SRC2 fluor cs – Total Fluorescence Counterscreen for Inhibitors of the Interaction of Thyroid Hormone Receptor and Steroid Receptor Coregulator 2; TRb/SRC2 Texas Red total fluorescence interference; Potency, µM (titrated, usually from 106 µM), for inactives: at the top dose fluorescence change, negative = quenching; actives 0.29% (n = 280,000); active means well fitted curve in either direction with a large enough effect; inconclusive means small, poorly fitted or top-dose-only effect
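Human TRβ ligand-binding domain (0.6 uM) and Texas Red SRC2 peptide (20 nM) in Tris buffer with 1 uM T3 and 5% DMSO were incubated with pinned compound for 5 hr at ambient temperature. Total fluorescence was computed as S + 2P (555/632 nm).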
Tau fluor cs – Counterscreen qHTS for Inhibitors of Tau Fibril Formation, Fluorescence Polarization. tau K18 P301L Alexa594 fluorescence, heparin fibrillization. Potency, µM (titrated, usually from 57.7 µM), without a hit: at the top dose activity change, negative = decrease. actives 0.93% (n = 280,000); further: nearly all actives have a fitted effect of over 55% in size
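Human tau K18 P301L (15 uM unlabeled, 0.24 uM Alexa 594-labeled) in 100 mM sodium acetate pH 7 with 20 uM heparin, 6 hr at 37 C. ThT 30 uM added, 1 hr ambient; Alexa 594 FP and total fluorescence read at 555/632 nm.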
L3MBTL1 block – qHTS Assay for the Inhibitors of L3MBTL1; Potency, µM (top dose mostly 57.1 µM), for the others: top-dose activity, negative = inhibition, hits mostly inhibitors; actives 0.66% (n = 230,000); AlphaScreen L3MBTL1–H3K9me1 peptide binding; Lethal(3)malignant brain tumor-like protein 1 (Homo sapiens), Q9Y468; further: nearly all actives have a fitted effect of over 60% in size
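Read-out is AlphaScreen signal from streptavidin donor and nickel chelate acceptor beads (10 ug/mL final each) bridging L3MBTL1 (50 nM) and biotinylated K9-monomethylated H3(1-15) peptide (75 nM), after 30 min compound exposure at room temperature.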
An asterisk follows results filed as active; ? = inconclusive; / = no result given; [ ] = another dose, or the depositor's remark. Unless noted, the call rests on the fitted dose curve; in most records, active means well fitted curve in the direction sought with a large enough effect; inconclusive means small, poorly fitted or top-dose-only effect, or another doubt; inactive means no such curve, though single readings can be large; an effect the other way counts as inactive or inconclusive. Unless noted, on the % scale 0 is the no-effect control and ±100 the full control effect; potency means the concentration at half of the fitted maximal effect.

SMILES	TRb SRC2 PPI	Tau fibril FP	ALDH1A1 block	Tau ThT inhib	GLA spleen mod	TR SRC2 fluor cs	Tau fluor cs	L3MBTL1 block
O=C(Nc1cc(S(=O)(=O)N2CCOCC2)ccc1N1CCOCC1)c1cccc(S(=O)(=O)N2CCCCC2)c1	1%	8%	/	-2%	0%	-2%	2%	/
CCC(NC(=O)CCc1ccccc1)c1ccccc1 (stereo unspecified)	-6%	-1%	4%	-2%	-1%	0%	4%	9%
CCOC(=O)c1[nH]c2ccccc2c1NC(=S)Nc1ccccc1C	7%	-2%	?	?	9%	-2%	-11%	-14%
Cc1ccc(NC(=S)N2CCn3cccc3C2c2cccnc2)cc1 (stereo unspecified)	-12%	-7%	6%	-6%	4%	4%	-11%	-9%
Cc1ccc(-c2nc3ccccc3s2)cc1NC(=S)NC(=O)/C=C/c1ccco1	3%	-15%	1%	?	-14%	3%	-18%	0%
Cc1noc2ncnc(NCCc3ccccc3)c12	4%	-5%	/	-2%	/	-2%	-10%	/
COc1cccc(-n2c(SCC(=O)NC(C)(C)C)nnc2-c2ccoc2C)c1	-6%	-5%	14%	3%	9%	2%	-3%	2%
CCN(CC)C(=O)Cn1c(=O)n(-c2ccc(Cl)cc2)c(=O)c2c3c(sc21)CCC3	4%	-2%	/	-1%	/	-3%	-2%	/
O=C(O)c1ccccc1CSc1nc2ccccc2o1	0%	7%	8%	-6%	15%	-2%	-3%	5%
FC(F)C(F)(F)c1cc(-c2ccc(Cl)cc2)n[nH]1	3%	-8%	/	-9%	5%	-4%	?	69%[activator]
CCOC(=O)c1cnc2c(ccc3ccccc32)c1Nc1ccccc1OCC	-9%	-12%	/	-10%	/	-66%	-20%	/
Cc1ccc(C(=O)c2cncc(Br)c2)cc1	3%	4%	-5%	-6%	11%	2%	4%	/
CC(C)Oc1ccc(C(CC(=O)O)NC(=O)c2cccs2)cc1 (stereo unspecified)	-2%	8%	4%	-2%	-1%	-3%	-3%	/
COC(=O)C1=C(C)OC(N)=C(C#N)C1c1c(C)nn(C)c1C (stereo unspecified)	0%	-2%	-1%	-4%	18%	-4%	-10%	-14%
O=C(NCC1COCCO1)C1CCN(S(=O)(=O)c2ccccc2)CC1 (stereo unspecified)	-3%	?	5%	-4%	0%	-1%	1%	0%
COc1ccc(CC(=O)OCn2nnc3ccccc3c2=O)cc1OC	-3%	0%	/	/	8%	-1%	-6%	/
Cc1cccc(C2c3[nH]c4ccccc4c3CCN2C(=O)c2cn(C)c3ccccc3c2=O)n1 (stereo unspecified)	2%	2%	-3%	-16%	-2%	-2%	-12%	-9%
O=C(Nc1ccccc1Cl)C1CCN(c2nc3ccccc3nc2C(F)(F)F)CC1	4%	-3%	/	-4%	/	-1%	-9%	/
COc1ccc(NC(=O)c2ccco2)cc1NC(=O)c1ccc(C)cc1	8%	-3%	?	?	-8%	-2%	-8%	-4%
O=C(N[C@@H](Cc1ccccc1)C(=O)O)c1cccnc1	8%	-1%	9%	-3%	10%	1%	-2%	/
CCOc1ccc(C2=Nn3c(nnc3-c3ccc(OC)cc3)SC2)cc1	2%	8%	6%	-18%	1%	1%	-1%	-9%
CCCS(=O)(=O)N1CCCC(C(=O)NCCCOC(C)C)C1 (stereo unspecified)	3%	-3%	0%	-3%	4%	2%	-1%	-1%
COC(=O)CN(c1cccc(C(C)=O)c1)S(C)(=O)=O	0%	-12%	10%	3%	11%	-1%	1%	/
Cc1cccnc1NC(=O)CSc1nnc(COc2ccc(C(C)C)cc2)n1C	-7%	-13%	9%	-14%	0%	-2%	-11%	6%

5 entries picked at random from the list so far:
SMILES	TRb SRC2 PPI	Tau fibril FP	ALDH1A1 block	Tau ThT inhib	GLA spleen mod	TR SRC2 fluor cs	Tau fluor cs	L3MBTL1 block
CCC(NC(=O)CCc1ccccc1)c1ccccc1 (stereo unspecified)	-6%	-1%	4%	-2%	-1%	0%	4%	9%
COC(=O)CN(c1cccc(C(C)=O)c1)S(C)(=O)=O	0%	-12%	10%	3%	11%	-1%	1%	/
CCOC(=O)c1[nH]c2ccccc2c1NC(=S)Nc1ccccc1C	7%	-2%	?	?	9%	-2%	-11%	-14%
Cc1cccnc1NC(=O)CSc1nnc(COc2ccc(C(C)C)cc2)n1C	-7%	-13%	9%	-14%	0%	-2%	-11%	6%
CCOC(=O)c1cnc2c(ccc3ccccc32)c1Nc1ccccc1OCC	-9%	-12%	/	-10%	/	-66%	-20%	/

(next part)
SMILES	TRb SRC2 PPI	Tau fibril FP	ALDH1A1 block	Tau ThT inhib	GLA spleen mod	TR SRC2 fluor cs	Tau fluor cs	L3MBTL1 block
Nc1nc2ccc(C(=O)NC3CCCCC3)cc2s1	-1%	-6%	2%	-10%	8%	-6%	-3%	5%
O=S(=O)(Nc1nc2n(n1)C(c1ccccc1)C=C(c1ccc(Cl)cc1)N2)c1ccccc1 (stereo unspecified)	8%	?	/	?	/	-1%	-25%	/
COc1cccc(Nc2cc(N3CCOCC3)c3nonc3c2[N+](=O)[O-])c1	-3%	2%	3%	?	-27%	-1%	-8%	8%
C/C(Cc1ccccc1)=N\NC(=O)CCCCCC(=O)N/N=C(\C)Cc1ccccc1	11%	1%	11µM*	-4%	-3%	0%	1%	0%
CN1C(=O)c2oc3ccccc3c(=O)c2C1c1ccccn1 (stereo unspecified)	-4%	6%	?	4%	-1%	-1%	7%	6%
O=C(NC(=S)Nc1ccccc1[N+](=O)[O-])c1ccccc1Cl	9%	3%	/	-13%	-8%	-6%	-24%	-25%
COc1ccccc1NC(=O)CSC1=NCCN1	-3%	-10%	-13%	?	2%	1%	1%	-1%
O=C(CCCOc1ccccc1)Nc1nc2ccccc2[nH]1	-1%	-2%	8%	-8%	0%	1%	-10%	/
CNc1nc(N)c(C(=O)C(C)(C)C)s1	-5%	-1%	-12%	-4%	5%	4%	-4%	-5%
C=CCNc1nc(-c2ccc(Cl)cc2)cs1	1%	7%	5%	?	-2%	-8%	?	-5%
CC1CC1c1ccc(/C=C(\C#N)C(=O)Nc2cc(Cl)ccc2Cl)o1 (stereo unspecified)	6%	-11%	65%[activator]	-8%	?	-9%	-11%	-12%
Cc1cc2c(nn1)CCc1c-2no[n+]1[O-]	0%	-4%	/	-6%	3%	-1%	-8%	8%
Cc1cccc(N2CCN(C(=O)c3cc(S(=O)(=O)N4CCC(C)CC4)cn3C)CC2)c1C	2%	-1%	/	-8%	/	-1%	-7%	/
CCC(C)OC1OC(CO)C(O)C(O)C1NC(C)=O (stereo unspecified)	3%	-1%	16%	-4%	-7%	?	-3%	-6%
Cc1ccc(C)c(CNC(=O)c2cnc3sc(N4CCCC4)nn3c2=O)c1	2%	-5%	/	-2%	/	-6%	-10%	/
CCc1nc2scc(-c3ccccc3)c2c(=O)n1N	12%	-3%	?	-14%	5%	0%	-11%	16%[11.4 µM]
O=C(NCc1ccccc1)c1cnc(-c2ccccn2)nc1C(F)(F)F	-13%	0%	2%	-2%	-14%	-2%	-4%	/
Cc1cc(C)c(S(=O)(=O)N2CCOC2CNC(=O)C(=O)NCCCn2ccnc2)c(C)c1 (stereo unspecified)	0%	4%	/	/	-5%	0%	-16%	/
Cc1cc(NC(=O)CSc2nc(N)c(NC(=O)c3ccco3)c(=O)[nH]2)no1	-6%	-3%	/	/	-22%	-7%	12%	/
Cc1c(NC(=O)Nc2ccccc2C(F)(F)F)c(=O)n(-c2ccccc2)n1C	2%	-13%	/	-6%	/	-1%	-11%	/
Cc1cccc(C)c1Nc1nnc(SCC(=O)NC2CCS(=O)(=O)C2)s1 (stereo unspecified)	-2%	-6%	-4%	7%	8%	1%	1%	-20%
CCN(CC)C(=O)Nc1ccc2c(c1)N(Cc1ccccc1)C(=O)c1ccccc1S2	8%	1%	/	-13%	/	1%	-11%	/
COc1ccc(N(CC(=O)Nc2cccc(Cl)c2C)S(=O)(=O)c2c(C)nn(C)c2C)cc1	-3%	1%	/	-12%	/	0%	-24%	/
CCCOc1ccc(N2C(=O)CC(N(CCc3ccc(OC)c(OC)c3)C(=S)Nc3ccccc3)C2=O)cc1 (stereo unspecified)	?	2%	25µM*	3%	-3%	0.5µM*[quencher]	-3%	15%
CC1(C(=O)NC2CCCC2)CCC(=O)N1Cc1ccc2c(c1)OCO2 (stereo unspecified)	-5%	3%	20%	-7%	1%	1%	-5%	6%
COCc1cc(C)nc(OC)c1C(N)=O	-5%	1%	1%	-1%	-1%	0%	4%	18%
N#Cc1nc(COc2ccc(F)cc2)oc1N1CCC(Cc2ccccc2)CC1	3%	3%	?	-4%	-1%	-2%	5%	?
O=[N+]([O-])c1cc(N(CCO)CCO)ccc1NCCO	3%[201 µM]	/	?	/	-2%	-23%[201 µM]	/	/
CSc1ccc(CN(C)CC(=O)NCc2ccccc2)cc1	2%	-2%	-2%	-4%	4%	1%	-8%	/
O=C(NC(NC(=S)Nc1ccccc1C(=O)O)C(Cl)(Cl)Cl)c1ccccc1 (stereo unspecified)	0%	1%	?	-12%	-2%	1%	0%	-16%
COc1ccc(CN2CCN(c3cccc(C)c3C)CC2)cc1OC	-28%	3%	?	-12%	-11%	2%	-12%	/
CCn1c(=O)c(=O)[nH]c2cc(C(=O)N3CCN(Cc4ccc5c(c4)OCO5)CC3)ccc21	-2%	-3%	4%	-9%	-4%	-1%	-6%	/
COc1ccc(C(=O)Nc2cc(C(=O)O)cc(C(=O)O)c2)cc1Cl	-1%	4%	5%	-3%	8%	0%	0%	6%
Cc1sc(-n2c(C)cc(C=O)c2C)c(C(=O)O)c1C	1%	-4%	8%	-19%	-4%	-3%	-11%	/

Screening results deposited in PubChem by National Center for Advancing Translational Sciences (NCATS).
